Assay outcomes (PubChem BioAssay)
TLR4 MyD88 comp = inhibitors of TLR4-MyD88 association in cells, primary screen, cell-based, HeLa CL3-4, BLA complementation, FRET ratio. HeLa CL3-4 TLR4/MyD88 BLA complementation. inhibition, % at 8.4 µM. Toll-like receptor 4 (Homo sapiens) + Myeloid differentiation primary response protein …. actives 0.18% (n = 200,000). AID 861, 2007; in the data active = inhibition above about 25%;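 also: 0% = vehicle and 100% = reference inhibitor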
PPARg SRC1 recr = PPARgamma agonists recruiting SRC-1 coactivator, primary screen, biochemical. PPARgamma-SRC-1 coactivator recruitment biochemical assay. activation, % at 8 µM. actives 0.41% (n = 200,000). Peroxisome proliferator-activated receptor gamma (Homo sapiens), P37231; in the data active = activation above about 19%;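 also: 0% = DMSO and 100% = reference agonist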
Target sequence (P37231 whole entry, looked up): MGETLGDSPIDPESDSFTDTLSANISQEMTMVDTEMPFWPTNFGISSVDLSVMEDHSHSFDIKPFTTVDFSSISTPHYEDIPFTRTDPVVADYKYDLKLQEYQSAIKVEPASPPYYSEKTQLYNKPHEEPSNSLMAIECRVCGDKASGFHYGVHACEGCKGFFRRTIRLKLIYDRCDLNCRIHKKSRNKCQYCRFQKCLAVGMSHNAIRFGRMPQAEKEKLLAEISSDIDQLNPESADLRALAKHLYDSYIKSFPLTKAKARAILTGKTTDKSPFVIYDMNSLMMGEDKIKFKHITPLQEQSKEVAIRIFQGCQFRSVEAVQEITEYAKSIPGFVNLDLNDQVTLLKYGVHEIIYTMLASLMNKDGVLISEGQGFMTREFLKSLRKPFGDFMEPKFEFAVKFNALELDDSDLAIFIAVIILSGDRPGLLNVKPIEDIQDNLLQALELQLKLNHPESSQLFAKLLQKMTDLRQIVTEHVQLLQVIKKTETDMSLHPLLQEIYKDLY
STAT1 blocker = STAT1 signaling inhibitors, primary screen, cell-based, HTS, luciferase reporter; NIH 3T3 STAT1-luciferase reporter, IFN-gamma, luminescence; inhibition, % at 5.5 µM; actives 0.35% (n = 200,000); AID 920, 2007;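 active = inhibition above a set limit, the mean inhibition across all tested compounds plus 3 SD, cut at about 34% in these data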;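 also: 0% = IFN-gamma with DMSO and 100% = IFN-gamma with 300 µM nifuroxazide; values of inactives mirror those of a sister screen read the other way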
SRC2 TRFRET art = TR-FRET signal artefacts, primary screen, artefact control for PPARgamma SRC-2 agonist project, biochemical. TR-FRET artefact counter-screen; stronger effect = higher value. TR-FRET ratio at 8 µM. actives 0.4% (n = 200,000); in the data active = TR-FRET ratio above about 2000; also: inactives centre near 1500
STAT3 blocker = IL-6 driven STAT3 reporter inhibitors, primary screen, U3A cells, luciferase, luminescence, MLSCN library. inhibition, % at 5.5 µM. AID 862, 2007. actives 0.89% (n = 190,000). IL-6 STAT3-luciferase reporter; host cell line lacks STAT1;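 active = inhibition above the mean inhibition across all screened compounds plus 3 SD, cut at about 44% in these data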;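 also: 0% = DMSO only wells and 100% = 100 µM nifuroxazide control wells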
PPARg SRC2 recr = agonists of PPARg-SRC-2 recruitment, primary screen, biochemical, HTS; Peroxisome proliferator-activated receptor gamma (Homo sapiens), P37231; PPARgamma LBD-SRC-2 recruitment; activation, % at 8 µM; actives 0.34% (n = 200,000); AID 1032, 2008; in the data active = activation above about 22%;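 also: 0% = vehicle and 100% = reference agonist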
ROMK primary = ROMK potassium channel modulators, primary screen, cell-based, thallium flux, MLSMR library | ATP-sensitive inward rectifier potassium channel 1 (Homo sapiens), P48048 | Tet-inducible ROMK, thallium flux fluorescence; actives lie on both sides | B-score at 10 µM | actives 2% (n = 130,000) | AID 1918, 2009;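 active = signal ratio slope over the read window, or its plate-corrected B-score, at least 3 SD from the plate mean, either direction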;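 also: B-score of the F/F0 ratio slope over 7 to 12 s after thallium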
Target sequence (P48048 whole entry, looked up): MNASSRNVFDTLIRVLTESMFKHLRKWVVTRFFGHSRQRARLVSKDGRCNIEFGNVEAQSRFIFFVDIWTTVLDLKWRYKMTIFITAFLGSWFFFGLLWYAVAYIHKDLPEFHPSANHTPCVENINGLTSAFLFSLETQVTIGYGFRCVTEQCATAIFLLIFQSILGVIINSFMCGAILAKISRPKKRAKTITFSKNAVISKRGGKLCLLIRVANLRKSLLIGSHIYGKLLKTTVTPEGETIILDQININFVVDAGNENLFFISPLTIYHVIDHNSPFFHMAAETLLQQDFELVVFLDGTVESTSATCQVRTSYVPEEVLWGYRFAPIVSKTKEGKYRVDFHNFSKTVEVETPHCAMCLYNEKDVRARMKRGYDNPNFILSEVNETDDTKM
PPARg SRC3 recr = PPARgamma agonists recruiting SRC-3 coactivator, primary screen, biochemical | Peroxisome proliferator-activated receptor gamma (Homo sapiens), P37231 | biochemical PPARgamma/SRC-3 coactivator recruitment assay | activation, % at 8 µM | actives 0.26% (n = 200,000) | AID 731, 2007; in the data active = activation above about 23%;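 also: 0% = DMSO and 100% = reference agonist; some compounds past the cut are filed as inactive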
STAT3 activator = IL-6 driven STAT3 reporter potentiators, primary screen, U3A cells, luciferase, luminescence, MLSCN library; IL-6 STAT3-luciferase reporter; 100% = signal with IL-6 EC80 alone; activation (% of control), % at 5.6 µM; actives 0.91% (n = 190,000); AID 871, 2007;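 active = activation above the screen-wide mean of compound activation plus 3 SD, cut at about 130% in these data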;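 also: 0% = background luminescence of wells with medium and substrate only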
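Test system: STAT3-luciferase reporter U3A cells; Detection: reporter luminescence signal; Times: 1 h compound pre-exposure, 6 h IL-6 stimulation, 37 °C; Benchmarks: IL-6-only high control; Also added: IL-6 stimulus at 33 ng/mL final.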
RAM inhibit = inhibitors of the yeast RAM network, primary screen, dse1pr::URA3 reporter, 5-FOA selection; actives 1.8% (n = 190,000); inhibition, % at 50 µM; AID 868, 2007; S. cerevisiae dse1pr::URA3 reporter, 5-FOA growth OD615, 2 d; analog-sensitive cbk1-as2 kinase mutant strain;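 active = inhibition above a set limit, 3 SD over mean compound inhibition, cut at about 8.4% in these data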;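 also: 0% = DMSO-only wells with no growth and 100% = 10 µM 1-NA-PP1 full growth; inhibition rescues growth on 5-FOA so higher OD means more RAM inhibition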
S1P3 antagonist = S1P3 receptor antagonists, primary screen, cell-based | Sphingosine 1-phosphate receptor 3 (Homo sapiens), Q99500 | CHO S1P3 NFAT-BLA reporter, FRET fluorescence, antagonist mode | inhibition, % at 4.98 µM | actives 0.27% (n = 170,000) | AID 485, 2006;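 active = inhibition above the plate cutoff, the mean inhibition of test wells on that plate plus 3 SD, cut at about 28% in these data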;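 also: cells challenged with S1P at its EC80 of 0.8 µM; blue over green emission ratio from cleaved BLA substrate after 4 h stimulation; 0% = S1P-stimulated wells and 100% = unstimulated DMSO-only wells; some compounds past the cut are filed as inactive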
* hit, by the source's call; . = not tested or not shown. This is a random part of the collection. About 5.6% of those tested had a hit in this group.

Each structure is followed by: TLR4 MyD88 comp, PPARg SRC1 recr, STAT1 blocker, SRC2 TRFRET art, STAT3 blocker, PPARg SRC2 recr, ROMK primary, PPARg SRC3 recr, STAT3 activator, RAM inhibit, S1P3 antagonist
- O=C1CCCN1CCC1CCN(C(=O)Nc2ccccc2)CC1
→ 8, -4, 5, 1544, -3, -3, ., -6, 106, 0.9, -8
- N#CC(C#N)=C1C=CC=CN1/C(=C\c1ccco1)C(=O)c1ccc(Br)cc1
→ 7, 3, -10, 1579, -2, 9, ., 3, 102, 2.5, 3
- CCOC(=O)C1CCN(C(=O)c2ccccc2NS(=O)(=O)c2ccc(F)cc2)CC1
→ 2, -11, 6, 1399, 1, -8, 0.38, -1, 97, 0.8, -4
- CC(C)c1ccc(NC(=O)C[n+]2ccn(C3=C([O-])c4ccccc4C3=O)c2)cc1
→ -11, 7, 3, 1534, 10, 10, 0.16, 0, 91, 3.5, -12
- O=S(=O)(/C=C/c1ccccc1)NC1CCCCCC1
→ 9, 0, 0, 1421, -2, -4, -0.97, -1, 106, -1.5, 0
- CCn1c(CNC(=O)c2ccccc2F)nnc1SCC(=O)NC1CCCCC1
→ -3, 4, 2, 1422, 3, 4, 0.59, -1, 101, 1.5, -8
- Cc1ccc(SCCNC(=O)/C=C/c2ccc(Cl)cc2)cc1
→ -1, 0, 3, 1485, -6, 0, 0.11, -3, 103, 1.6, -1
- Cc1[nH]c2ccccc2c1C(=O)C(=O)N1CC=C(c2ccccc2)CC1
→ 8, 1, -3, 1730, -1, 5, ., 4, 101, 1.6, -41
- COC(=O)c1sc(NC(=O)C2c3ccccc3Oc3ccccc32)c(C(=O)OC)c1C
→ -3, -3, 1, 1420, 8, 0, -0.56, -5, 94, 2.2, 11
- COc1ccc(N2CC(O)=C(c3nc(-c4ccc(F)cc4)cs3)C2=N)cc1Cl
→ 0, 4, -4, 1514, 8, 3, -0.012, 6, 99, 5.0, -6
- CC(C)COc1ccc(/C(=N/O)c2ccccc2)cc1
→ 0, -1, -5, 1582, -4, -3, ., -2, 104, 3.8, .
- Cc1cc(C(=O)COC(=O)C2=NNC(=O)CC2)c(C)n1-c1cccc(C(F)(F)F)c1
→ 2, 1, 0, 1524, 9, -1, ., -8, 95, -0.1, .
- COc1ccc(S(=O)(=O)Nc2cccc(F)c2)cc1C
→ -4, -5, -1, 1355, 8, -8, -0.82, -2, 97, -1.0, -11
- CCOP(=O)(OCC)C(NC(=O)/C=C/c1ccc(OC)cc1)c1ccccc1 (stereo not drawn)
→ -14, 7, 2, 1506, 5, 11, -0.003, 4, 103, 0.8, -23
- Cc1cc(Nc2ccccc2)nc(N2CCOCC2)n1
→ 1, -2, 6, 1421, 5, -5, 1.1, -2, 101, 2.8, .
- O=C(NCC1OCCc2ccccc21)c1ccc(NC(=O)c2ccc(Cl)cc2Cl)cc1 (stereo not drawn)
→ -3, 6, -2, 1553, 3, 2, ., -1, 102, 3.1, -5
- O=C1C=C(Nc2ccc(Cl)cc2)CC(c2ccco2)C1 (stereo not drawn)
→ -11, -5, 3, 1475, 17, 6, 0.095, 16, 88, 0.2, .
- COc1ccc(C=O)cc1CSc1nnc(COc2cccc3cccnc23)o1
→ 9, 1, 8, 1719, 10, 17, -1.1, 19, 95, 2.7, .
- CC(C)(C)NC(=O)C(=O)NNC(=O)c1cccc(F)c1
→ 8, 8, -10, 1581, 6, 3, 0.15, 7, 100, 0.4, -5
- Cc1cnc(NC(=O)CSc2nnc(-c3ccccc3)o2)s1
→ 2, -10, -31, 1574, -3, -4, ., 14, 106, 5.8, -6
- Cc1ccc(S(=O)(=O)N2Cc3ccccc3CC2C(=O)Nn2cnnc2)cc1 (stereo not drawn)
→ 8, 4, 0, 1713, 1, -6, 0.27, 1, 103, 0.0, 0
- N#CC1(c2ccccc2)CCCN1C(=O)c1ccc(Br)cc1 (stereo not drawn)
→ 10, 3, -4, 1469, 0, -2, -0.37, -3, 97, 0.6, .
- COC(=O)c1oc2ccccc2c1NC(=O)CN1CCCC1
→ 13, 4, 7, 1598, 6, 9, ., -6, 101, 2.8, 6
- COc1ccc(Nc2cc(C(=O)NCCCN3CCN(C)CC3)c3ccccc3n2)cc1
→ -6, -2, 1, 1669, -5, 12, -1.7, 5, 107, -0.3, 8
- c1ccc2[nH]c(CSc3nccs3)nc2c1
→ 2, -1, 14, 1531, 20, 0, ., -3, 88, 3.4, .
- N#CCCN(CCC#N)S(=O)(=O)c1ccc(C(=O)Nc2nnc(C3=COCCO3)o2)cc1
→ -9, 2, -9, 1469, 9, 5, 0.71, -3, 99, 2.7, -2
- c1ccc(COn2nnc3ccccc32)c(COn2nnc3ccccc32)c1
→ 8, 0, -3, 1312, 13, -6, -1.2, -3, 92, 3.2, -7
- O=C(NCCCn1ccnc1)/C(=C\c1cccs1)NC(=O)c1cccs1
→ -19, 3, 6, 1656, -1, 12, 0.056, 2, 105, 4.0, -4
- Cc1cccc(Nc2nc(N)nc(CN3CCC(C(N)=O)CC3)n2)c1C
→ -3, 8, 3, 1625, 6, 9, 0.62, 1, 98, 0.0, -13
- NC(=O)COC(=O)c1cc(Cl)cc(Cl)c1N
→ 1, -5, 0, 1330, -1, 5, ., -2, 105, 1.0, -1
- CC1=C(C(=O)OC(C)C)C(c2ccc(Br)s2)NC(=O)N1 (stereo not drawn)
→ -5, 7, 7, 1720, 12, 2, 0.1, 10, 95, 2.6, .
- C=C(C)CNC(=S)NNC(=O)c1ccco1
→ 11, -1, -5, 1296, -7, 1, 0.42, -10, 103, 0.0, .
- COc1ccccc1-c1nnc(SCC(=O)Nc2c(Cl)cccc2Cl)o1
→ 4, 2, 5, 1568, 3, -8, 0.26, -4, 101, 0.3, -19
- COc1cccc(C(c2nnnn2CCc2ccccc2)N2CCN(c3ccccc3)CC2)c1OC (stereo not drawn)
→ 2, 2, 8, 1482, -8, -3, ., 10, 111, 2.9, -2
- Cc1cccc(OCC(=O)Nc2ccc3c(c2)OCO3)c1C
→ 2, 13, 0, 1633, 13, 2, -0.59, 4, 92, 4.5, 18
- CC(=C/c1ccco1)/C=N/N1CCN(c2ccccc2)CC1
→ -14, 0, -31, 1556, 11, 0, ., -14, 94, 0.7, .
- CCN(CC)CCNC(=O)C1c2cc(OC)c(OC)cc2C(=O)N2CCc3ccccc3C12 (stereo not drawn)
→ -9, -2, 0, 1612, -7, 8, -1.3, -3, 108, 0.0, -44
- COc1ccc2cc3cc(C(=O)Nc4ccccc4N4CCN(C)CC4)oc3nc2c1
→ -7, 10, 12, 1530, 25, -1, ., 8, 83, -0.1, 14
- COC(=O)c1cc(NS(=O)(=O)c2ccc(NCc3cccnc3)c(N)c2)cc(C(=O)OC)c1
→ 3, -3, -2, 1601, 11, 11, ., -4, 93, -0.8, -3
- CCOc1ccc(Nc2n[nH]c(=S)s2)cc1
→ 2, 4, -16, 1683, -14, 5, ., 8, 107, 0.5, -1
- Nc1nc(Nc2ccccc2)nc(N2CCOCC2)c1[N+](=O)[O-]
→ 7, 0, -5, 1528, 9, -1, ., 1, 97, -0.8, -7
- COc1ccc(-c2cc(C)nc3nc(N)nn23)cc1
→ -7, -4, -6, 1407, -1, 2, ., -4, 102, 0.7, .
- O=C(NC1CC2CCC1C2)c1ccc(CN2CCOCC2)cc1 (stereo not drawn)
→ 5, 5, -14, 1573, -6, 12, 0.011, 8, 108, 3.0, -11
- CCOC(=O)c1cc(NC(=O)NCc2ccco2)c(C)nc1C
→ -5, 12, 2, 1651, 5, 2, ., -4, 98, 0.5, .
- CC1CCN(C(=O)CN(c2ccc(Oc3ccccc3)cc2)S(C)(=O)=O)CC1
→ 5, 12, 8, 1675, 35, 2, ., 2, 74, 0.9, .
- Cc1cc(NC(=O)CN2CCCCC2)no1
→ -8, 1, -6, 1390, 2, -6, 1.6, 0, 99, 1.4, -14
- COc1cc(C(C#N)N2CCOCC2)ccc1O (stereo not drawn)
→ 8, 4, -11, 1510, 2, -2, ., 2, 103, 0.9, -38
- Cc1[nH]c2ccccc2c1C(=O)COc1ccccc1F
→ -1, 7, -19, 1864, 11, 8, -0.22, 4, 92, 3.5, -10
- CCCCn1c(=O)c(CCC(=O)OCC(=O)NCc2ccc(OC)c(OC)c2)nc2ccccc21
→ 7, -2, -7, 1543, 3, 0, 0.04, -2, 102, 5.2, 1
- O=C(NC1CCCC1)C1CCN(c2nccs2)CC1
→ 7, 0, 4, 1429, 8, 9, 0.6, 3, 96, 0.1, .
- Cc1ccc(Cn2c(O)c(N=O)c3ccccc32)cc1
→ 9, 6, 6, 1438, 10, 11, -1.5, 5, 97, 0.4, 3
- Nc1c(S(=O)(=O)c2ccccc2)c2nc3ccccc3nc2n1/N=C/c1cccc(O)c1
→ -6, 2, -1, 1617, 38, 8, ., 10, 72, 4.4, -4
